D3 ag: activates the human D3 dopamine receptor; P35462; D3R DiscoveRx beta-arrestin cells, luminescence, 90 min; max activation, %; 0.58% of 410,000 active; AID 652048; in the data active = max activation above about 30%; also: 0% is about no effect; mostly tested at two doses, the higher about 12 µM
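Agonist mode: compounds and dopamine controls were applied to plated cells for 90 min at 37 degrees C after an overnight attachment at 1500 cells/well. Luminescent read-out followed 30 - 60 minutes at room temperature with DiscoveRx detection reagent.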
GLP-1R inv ag: acts as inverse agonist at human GLP-1 receptor; Potency, µM (highest dose often 38.3 µM), inactives show top-dose activity change, negative = inhibition, actives largely listed as inhibitors; HEK293 GLP-1R CRE-luciferase, luminescence, 24 h; GLP-1R form is constitutively active; P43220; 1.6% of 410,000 active; AID 624417; also: potency is read from the fitted curve at half-maximal effect; % is scaled to controls: 0 for no effect and ±100 for the full control effect; nearly all actives have a fitted effect of over 55% in size
Target sequence (P43220 whole entry, looked up): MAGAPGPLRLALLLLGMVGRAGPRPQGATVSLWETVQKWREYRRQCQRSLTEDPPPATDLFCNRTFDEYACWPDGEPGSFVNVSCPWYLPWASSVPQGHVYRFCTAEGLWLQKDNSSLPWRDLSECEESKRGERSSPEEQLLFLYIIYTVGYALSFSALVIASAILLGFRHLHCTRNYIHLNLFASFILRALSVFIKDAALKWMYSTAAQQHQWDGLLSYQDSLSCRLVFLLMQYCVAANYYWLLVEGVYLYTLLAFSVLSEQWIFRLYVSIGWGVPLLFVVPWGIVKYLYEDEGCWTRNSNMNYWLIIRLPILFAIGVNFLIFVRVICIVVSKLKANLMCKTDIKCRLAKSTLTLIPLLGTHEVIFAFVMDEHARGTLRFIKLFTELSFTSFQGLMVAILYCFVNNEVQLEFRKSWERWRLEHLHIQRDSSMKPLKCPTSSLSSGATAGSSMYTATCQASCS
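Inverse agonists were sought by their lowering of basal cAMP reporter luciferase output in HEK293 cells stably carrying constitutively active human GLP-1R, after 24 h compound treatment.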
GLP1R cytotox: cytotoxicity in counter-screen for GLP-1R inverse agonists; HEK293 cAMP-luciferase reporter cells, luminescence, 24 h; Potency, µM (titrated, usually from 38.3 µM), inactives show at the highest dose activity change, negative = inhibition, hits mostly inhibitors; 0.13% of 410,000 active; AID 624418;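 also: loss of luciferase light is scored as toxicity; potency is read from the fitted curve at half-maximal effect; % is scaled to controls: 0 for no effect and ±100 for the full control effect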
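To flag toxic compounds, the library was rerun on cells for 24 hr at 37 deg C and 5% CO2. Viability-linked luminescence was captured 12 min after adding luciferase detection reagent.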
PTHR1 ag: activates the human parathyroid hormone receptor PTHR1 | Potency, µM (highest dose often 115 µM), for the others: at the highest dose activation, usual class: activators | 0.075% of 410,000 active | Q03431 | AID 743266 | HEK293 GP2 PTHR1 cells, GloSensor cAMP luminescence, 1 h; also: potency is read from the fitted curve at half-maximal effect; nearly all actives have a fitted effect of over 55% in size; some results filed as inactive show a strong effect at the top dose; inactives centre near -15; many of its hits are not listed in these tables
Target sequence (Q03431 whole entry, looked up): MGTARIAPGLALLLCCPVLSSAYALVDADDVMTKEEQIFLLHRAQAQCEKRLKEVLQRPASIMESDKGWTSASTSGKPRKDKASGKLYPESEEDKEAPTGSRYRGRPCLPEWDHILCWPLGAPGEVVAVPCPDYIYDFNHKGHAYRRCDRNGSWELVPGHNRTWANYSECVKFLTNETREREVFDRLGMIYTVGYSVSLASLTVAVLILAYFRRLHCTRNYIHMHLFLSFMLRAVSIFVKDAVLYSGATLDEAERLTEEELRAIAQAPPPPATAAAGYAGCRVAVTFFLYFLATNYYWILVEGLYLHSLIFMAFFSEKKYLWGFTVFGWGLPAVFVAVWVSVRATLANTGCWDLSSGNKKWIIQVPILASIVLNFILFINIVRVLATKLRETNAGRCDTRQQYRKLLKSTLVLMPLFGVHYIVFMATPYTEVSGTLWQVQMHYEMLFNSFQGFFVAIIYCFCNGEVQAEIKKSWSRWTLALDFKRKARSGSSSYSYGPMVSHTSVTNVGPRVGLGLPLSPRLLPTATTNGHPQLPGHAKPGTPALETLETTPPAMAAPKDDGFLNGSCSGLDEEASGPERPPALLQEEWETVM
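HEK-293-derived GP2 cells expressing PTHR1 and a GloSensor cAMP reporter, 3,000/well, plated overnight, given luciferin plus IBMX (each 0.5 mM as added) for 1 h at 37 °C, then compound for 1 h at 37 °C. Luminescence was read after 15 min at room temperature.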
TDP43 rescue: inhibitors of TDP-43 toxicity in yeast | TDP-43 expressing yeast growth rescue, BacTiter-Glo, 24 h | Potency, µM (top dose mostly 46.1 µM), without a hit: at the top dose growth rescue (activation), hits mostly activators | 1.8% of 410,000 active | AID 652104; also: potency is read from the fitted curve at half-maximal effect; % of control where 0% means no effect; nearly all actives have a fitted effect of over 50% in size
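In this qHTS, compounds that restore growth of yeast expressing TDP-43 appear as activators. Cells (OD600=0.02, galactose medium, raffinose-pregrown) are incubated with compound 24 hr at 30 deg C and growth is quantified by BacTiter-Glo.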
KB-V1 cytotox: kills drug-selected multidrug resistant KB-V1 cells. KB-V1 MDR cells viability, CellTiter-Glo, 72 h. Potency, µM (highest dose often 46.1 µM), for inactives: at the top dose activity change, negative = cytotoxicity, actives largely listed as cytotoxic. AID 1347076. 3.4% of 400,000 active; also: potency is read from the fitted curve at half-maximal effect; % is scaled to controls: 0 for no effect and ±100 for the full control effect; nearly all actives have a fitted effect of over 60% in size
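Potencies derive from concentration-effect curves fitted to normalized luminescence (CellTiter-Glo) of KB-V1 cells treated for 72 h at 37 degrees C in phenol-red-free DMEM containing 10% FBS.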
D3 antag: D3 dopamine receptor (human) antagonism. 2.5% of 360,000 active. D3R cells, DiscoveRx beta-arrestin luminescence, antagonist mode; active compounds read low. P35462. max response, negative = inhibition, %. AID 652054; in the data active = max response below about -50%; inconclusive = no clear call, values can overlap the other calls; also: % is scaled to controls: 0 for no effect and ±100 for the full control effect; mostly tested at two doses, the higher about 12 µM
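Cells plated overnight at 1500 cells/well, then exposed to library compounds with dopamine controls for 90 minutes at 37 degrees C. DiscoveRx reagent added for 30–60 minutes at room temperature; luminescence read, quantitative HTS format.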
aSyn yeast inh: inhibitors of alpha-synuclein toxicity in yeast | AID 652106 | Potency, µM (series often up to 46.1 µM), inactives show at the highest dose growth rescue (activation), usual class: activators | 0.14% of 370,000 active | Yeast expressing alpha-synuclein, growth rescue, BacTiter-Glo, 24 h; also: potency is read from the fitted curve at half-maximal effect; % of control where 0% means no effect; nearly all actives have a fitted effect of over 65% in size
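Screening used galactose-induced yeast with toxic alpha-synuclein levels, exposed to compound for 24 hr at 30 deg C. Cell growth, read with BacTiter-Glo luminescence, gave the measured signal.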
GLP-1R agonist: activates the human GLP-1 receptor; Potency, µM (series often up to 45.6 µM), inactives show at the highest dose activation, actives largely listed as activators; 0.007% of 380,000 active; HEK293 GLP-1R CRE-luciferase, luminescence, 4-6 h; cells express a hypersensitive GLP-1R form; also: potency is read from the fitted curve at half-maximal effect; % of control where 0% means no effect
* marks the source's active call; other numbers are inactive results; i = inactive; ? = inconclusive; . = not tested or not shown; & = joins results of further samples; ! = repeats disagree; [ ] = another dose, or the depositor's remark. Unless noted, calls follow the shape of the dose curve; as a rule, active = well fitted curve in the direction sought with a large enough effect; inconclusive = small, poorly fitted or top-dose-only effect, or another doubt; inactive = no such curve, though single readings can be large; an effect the other way counts as inactive or inconclusive. A portion of the library; the hit share may differ from the screen's.

SMILES,D3 antag,GLP-1R inv ag,D3 ag,KB-V1 cytotox,GLP-1R agonist,TDP43 rescue,PTHR1 ag,aSyn yeast inh,GLP1R cytotox
CC(=NCC1CCCO1)c1c(O)n(-c2ccccc2C)c(=O)[nH]c1=O (configuration not stated),5,-1%,-12,-13%,1%,-18%,-22%,-10%,3%
CCc1ccc(CN2CCCC(C(=O)c3sccc3C)C2)o1 (configuration not stated),-52*,?,-22,-3%,-4%,8%,-43%[inhibitor],-8%,-20%
CC(C)CNC(=O)c1c(N)n(Cc2ccco2)c2nc3ccccc3nc12,11,?,-1,16µM*,5%,14%,-3%,-1%,304%[activator]
O=C1CC(NC(=O)C(F)(F)F)=NN1c1ccccc1,3,2.5µM*,3,?,-9%,-1%,-22%,-9%,?
CCN(CC)C(=O)c1ccc(NC(=O)CCn2nc(-c3ccc(Cl)cc3)c3ccccc3c2=O)cc1,.,-20%,1,-29%,.,15%,i,.,-19%
CSc1ccc(Cl)c(C(=O)OCC(=O)N2CCN(C(=O)c3ccco3)CC2)c1,16,7%,-2,?,-2%,-13%,-63%[inhibitor],0%,-4%
[O-]c1ccccc1-[n+]1c(-c2ccccc2)cc(-c2ccccc2)cc1-c1ccccc1,-14,-67%,-1,9%,2%,-10%,-54%[inhibitor],-1%,-22%
NNC(=O)CN1C(=O)CN=C(c2ccccc2)c2cc(Br)ccc21,10,-12%,9,-16%,8%,-9%,-1%,0%,2%
C=CCN1C(=O)/C(=C/c2ccc(N3CCOCC3)o2)C(=O)NC1=S,17,46%[activator],7,1%,-7%,17%,i,6%,-12%
Brc1ccc2c(c1)OCCOCCOc1cc(Br)ccc1OCCOCCOCCO2,-11,?,20,2.3µM*,-30%,-24%,-31%[inhibitor],2%,?
COc1cc(CN2CC3CC(C2)c2cccc(=O)n2C3)cc(OC)c1OC (configuration not stated),-5,0%,-5,-10%,0%,-2%,-25%[57.5 µM],0%,1%
O=C([O-])c1ccc(-[n+]2c(-c3ccccc3)cc(-c3ccccc3)cc2-c2ccccc2)cc1,-15,11%,55*,7%,-3%,10%,-16%,2%,-36%
CN(C)Cc1ccccc1OC(=O)N(C)C,0,-8%,-3,-7%,1%,-11%,-2%,-4%,2%
COC(=O)C1=C(c2cc3ccccc3o2)C[C@@H]2CC[C@H]1N2C(=O)NCc1cccc2ccccc12,?,?,11,-19%,-2%,14%,i,6%,-15%
C#CC1(O)CCC2C3CCC4=C/C(=N/OCC(=O)NCC(=O)NC(C(=O)O)C(C)C)CC[C@]4(C)C3CC[C@@]21C (some centres not stated),24,23%,-9,-5%,3%,-6%,13%,-2%,10%
Cc1c2cnn(CC(=O)N3CCC4(CC3)OCCO4)c(=O)c2c(C)n1Cc1cccc(Cl)c1,-3,6%,-5,-11%,-1%,6%,-26%,6%,5%
COc1ccc(NC(=O)C2(C)Cc3c(-c4ccc5c(c4)OCO5)ccnc3O2)cc1 (configuration not stated),-5,?,-4,?,?,0%,-8%,4%,?
CN1CC(C(=O)c2ccc([N+](=O)[O-])cc2)C(c2ccc(Cl)cc2)C1 (configuration not stated),-59*,?,-21,-17%,10%,-14%,i,4%,-11%
O=C(Nc1ccon1)c1cccn(Cc2ccccc2)c1=O,.,28%,-2,-5%,.,0%,i,.,2%
O=C1Nc2ccccc2Oc2ccccc21,15,37%[activator],7,-1%,-3%,?,i,3%,3%
Nc1ccccc1C(=O)OC1CSC1,-12,6%,5,0%,-1%,22%,-17%[57.5 µM],9%,28%
C[C@H]1CN([C@@H](C)CO)C(=O)c2cc(NC(=O)C3CCCCC3)ccc2O[C@H]1CN(C)Cc1ccc(-c2ccccc2)cc1,-8,?,-9,-19%,9%,11%,i,-1%,-22%
O=c1[nH]c(O)c(C=Nc2ccccc2Oc2ccccc2)c(=O)[nH]1,0,0%,-1,-2%,11%,-12%,i,-6%,0%
COc1ccc(CN2CCNCC2)cc1,-7,8%,5,-4%,4%,5%,i,-9%,4%
CC1CCN(S(=O)(=O)c2ccc3nc(Nc4cccc(F)c4)ccc3c2)CC1,.,?,3,?,.,?,i,.,?
COc1ccc(OC)c(N2C(=O)CC(=O)NC2=O)c1,8,10%,6,29%,-5%,4%,i,-15%,4%
CCCC12CN3CC(CCC)(CN(C1)C3c1ccccn1)C2=O (configuration not stated),-19,0%&9%,-11&3,2.6µM*!,-12%,-7%&16%,-4%[57.5 µM],-14%,-9%&-1%
CCOc1ccc(-c2cc(C(=O)N3CCN(S(=O)(=O)c4cc(Cl)ccc4OC)CC3)[nH]n2)cc1,.,?,15,?,.,34%,-3%,.,-13%
COCCNC(=O)c1c(N)n(CCC(C)C)c2nc3ccccc3nc12,?,?,-8,16µM*,-4%,0%,-1%,0%,.
CC(=O)OCC(=O)[C@H]1CC[C@H]2[C@@H]3CC[C@H]4C[C@H](O)CC[C@]4(C)[C@H]3C(=O)C[C@]12C,-85*,0%,-31&8,-10%,6%,18%,-2%,-10%,1%

Reprinted at random: 2 records from the list
SMILES,D3 antag,GLP-1R inv ag,D3 ag,KB-V1 cytotox,GLP-1R agonist,TDP43 rescue,PTHR1 ag,aSyn yeast inh,GLP1R cytotox
O=C([O-])c1ccc(-[n+]2c(-c3ccccc3)cc(-c3ccccc3)cc2-c2ccccc2)cc1,-15,11%,55*,7%,-3%,10%,-16%,2%,-36%
CCCC12CN3CC(CCC)(CN(C1)C3c1ccccn1)C2=O (configuration not stated),-19,0%&9%,-11&3,2.6µM*!,-12%,-7%&16%,-4%[57.5 µM],-14%,-9%&-1%

The list goes on.
SMILES,D3 antag,GLP-1R inv ag,D3 ag,KB-V1 cytotox,GLP-1R agonist,TDP43 rescue,PTHR1 ag,aSyn yeast inh,GLP1R cytotox
Cc1cc(C(=O)Nc2cccc(C(F)(F)F)c2)c2c(C)nn(-c3cccc(F)c3)c2n1,.,?,8,?,.,14%[9.22 µM],?,.,?
COC(=O)C1=C(c2ccc(F)cc2F)C[C@@H]2CC[C@H]1N2C(=O)NCCOc1ccc(OC)cc1,0,-17%,-1,-17%,8%,25%,-21%,-1%,-24%
CC(C)COc1ccc(C2(C#N)CC[N+](C)(C)CC2)cc1,15,-17%,4,0%,18%,8%,i,-11%,0%
Cc1cc2c(C(C)C)c(O)c(O)c(C=O)c2c(O)c1-c1c(C)cc2c(C(C)C)c(O)c(O)c(C=O)c2c1O,.,.,13,?,7%,.,.,-48%&-48%[inhibitor],.
O=c1c2ccccc2nc(CSc2ncnc3nc[nH]c23)n1-c1ccc(Cl)c(Cl)c1,9,2%,2,8%,-6%,4%,-8%,0%,-3%
CN1C2CNC(=O)CC1C1CCC2C1 (configuration not stated),8,-7%,7,3%,3%,7%,i,1%,-4%
CC1(C)CC(=O)c2cc(OCC(=O)N3CCN(Cc4ccccc4)CC3)ccc2O1,0,-2%,5,2%,4%,-7%,i,-7%,23%
COC(=O)C1=C(c2ccc(F)cc2F)C[C@@H]2CC[C@H]1N2C(=O)N1CCCCC1,-6,1%,19,-5%,-5%,12%,-6%,2%,7%
CCOC(=O)[C@]12Cc3cc(OC)ccc3[C@H]1N(CC(=O)OC)C(=O)c1ccccc12,-8,10%,3,-11%,13%,12%,i,?,-1%
Cc1cc(C)nc(-n2c(C)nc3cc(Cl)ccc3c2=O)c1,-19,-23%,5,0%,-2%,1%,i,-8%,-18%
CC1=NNC(=O)C1Br (configuration not stated),-18,8%,-2,0%,1%,-6%,-1%,1%,2%
CC(=O)N1CCN(Cc2ccc(Cl)nc2)CC1,2,0%,3,26%,0%,0%,i,8%,-7%
Nc1c(C(=O)NCC2CCCO2)c2nc3ccccc3nc2n1-c1ccccc1 (configuration not stated),22,?,7,?,1%,11%,i,14%,.
c1ccc2c(CN3CCOCC3)c[nH]c2c1,-22,23%,-3,-3%,-4%,11%,-2%,1%,1%
BrCC(Br)C1CCC(Br)C(Br)C1 (configuration not stated),2,13%,-17,4%,-3%,18%,-31%[inhibitor],0%,-2%
O=C1NC(c2ccccc2)=C(c2nc3ccccc3s2)C(c2ccc(O)cc2)N1 (configuration not stated),6,-6%,0,?,1%,-32%[inhibitor],-37%[inhibitor],4%,?
CCOc1ccc(CN(CCCl)CCCl)cc1C(=O)OC,-27,0%,-2,?,21%,?,i,5%,13%
CC(=O)NC1CC2CCCC(C1)N2 (configuration not stated),-19,29%,1,-9%,3%,22%,i,-1%,12%
CN1CCC(OC(=O)c2cccc(F)c2)CC1,-14,-49%,3,-5%,-6%,-4%,18%,6%,25%
CN(C)C1(CNC(=O)c2ccc(NS(=O)(=O)c3ccc(Cl)c(Cl)c3)cc2)CCCCC1,5,?,-13,-21%,-4%,17%,-11%,1%,-5%
Cc1noc(C)c1CC(=O)N1CCCC(N2CCN(c3ccccc3F)CC2)C1 (configuration not stated),-10,-16%,-3,?,-5%,0%,-16%,-7%,3%
CCOC(=O)Nc1ccc2c3c(cccc13)-c1ccccc1-2,-28,?,-7,?,1%,12%,i,-5%,336%[activator]
C[C@@H]1CC2(CCCC[N+]2(C)C)C[C@H]1C,15,5%,7,3%,4%,21%,i,2%,-3%
CCN(CC)CCNC(=O)c1cc2c(-c3ccc(Cl)cc3)nn(C)c2s1,?,5.6µM*,-16,?,-7%,-26%,-6%,-17%,?
CCCCC(=O)NC(=S)Nc1nnn(CCC)n1,-29,11µM*,-6,1%,3%,28%,i,-4%,?
O=C(NCP(=O)(Oc1ccccc1)Oc1ccccc1)OCc1ccccc1,9,-60%,-2,-7%,2%,0%,-21%,2%,-33%
COc1ccc(-n2nnnc2C(c2ccccc2)N2CCC(n3c(=O)[nH]c4ccccc43)CC2)cc1 (configuration not stated),4,?,3,?,-7%,0%,i,8%,?

Screening results from PubChem.
